Screening data from PubChem BioAssay.
yeast mlh1 rad18 – NCI yeast anticancer drug screen, S. cerevisiae mlh1 rad18 strain. % growth inhibition at 50 µM. 79,000 compounds, 11% hits;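 further: 0% = growth of vehicle-only cultures of the same strain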
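Genetically defined yeast (DNA repair-deficient) exposed to compounds; growth inhibition determined relative to vehicle.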
yeast mec2-1 – NCI yeast anticancer drug screen, S. cerevisiae mec2-1 strain; growth inhibition, % at 50 µM; 79,000 compounds, 9% hits;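 further: 0% = growth of vehicle-only cultures of the same strain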
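Cells of the genetically defined mec2-1 yeast strain are incubated with test compound. Inhibition of growth is calculated against vehicle-treated controls.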
rad50 – NCI yeast anticancer drug screen, S. cerevisiae rad50 strain | growth inhibition, % at 50 µM | 79,000 compounds, 10% hits | AID 155;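 further: 0% = growth of vehicle-only cultures of the same strain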
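Readout: growth inhibition relative to vehicle-treated cultures. Compound exposure was carried out in a genetically defined yeast strain deficient in DNA damage repair.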
yeast cln2 rad14 – NCI yeast anticancer drug screen, S. cerevisiae cln2 rad14 strain. 78,000 compounds, 8.3% hits. AID 165. % growth inhibition at 50 µM;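 further: 0% = growth of vehicle-only cultures of the same strain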
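Each compound was tested on cln2 rad14 yeast. Inhibition of growth was calculated against vehicle-exposed controls.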
yeast bub3 – NCI yeast anticancer drug screen, S. cerevisiae bub3 mutant strain | % growth inhibition at 50 µM | 78,000 compounds, 9.9% hits;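 further: 0% = growth of vehicle-only cultures of the same strain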
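Steps: expose the mutant yeast strain to compound; grow alongside vehicle-treated cultures; measure growth; express inhibition against the vehicle cultures.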
yeast sgs1 mgt1 – NCI yeast anticancer drug screen, S. cerevisiae sgs1 mgt1 strain | % growth inhibition at 50 µM | 78,000 compounds, 10% hits | AID 161;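 further: 0% = growth of vehicle-only cultures of the same strain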
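This yeast growth screen uses a strain with defined DNA-repair lesions; compound-treated growth is compared with vehicle-treated growth.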
* hit, by the source's call; & = joins results of further samples. No stated cut-off is given here; in the data, active means growth inhibition above about 70%; inactive means the rest. Not a hit list (roughly 14% active in at least one column).

`CCOP(=O)(OCC)OC(c1ccc([N+](=O)[O-])cc1)C(O)c1ccc([N+](=O)[O-])cc1` (centres undefined) gave yeast mlh1 rad18 -18, yeast mec2-1 -1, rad50 -13, yeast cln2 rad14 10, yeast bub3 -5 and yeast sgs1 mgt1 -27.
`CCOC(=O)c1cc2cc([N+](=O)[O-])ccc2[nH]1` gave yeast mlh1 rad18 16, yeast mec2-1 10, rad50 10, yeast cln2 rad14 6, yeast bub3 -7 and yeast sgs1 mgt1 0.
Screening CC(C)(C)OC(=O)N(CCCCNC(=O)c1ccccc1)CCCNC(=O)c1ccccc1 returned yeast mlh1 rad18 -64, yeast mec2-1 -8, rad50 13, yeast cln2 rad14 -26, yeast bub3 -37 and yeast sgs1 mgt1 -30.
Screening CC1(C(N)=O)CCC(C(=O)O)C1(C)C (centres undefined) returned yeast mlh1 rad18 8, yeast mec2-1 -3, rad50 10, yeast cln2 rad14 -30, yeast bub3 -3 and yeast sgs1 mgt1 14.
`CC(C)(Oc1ccccc1)C(=O)Sc1c(-c2ccccc2)c(=O)n(-c2ccccc2)c(=S)n1-c1ccccc1` gave yeast mlh1 rad18 -7, yeast mec2-1 -15, rad50 13, yeast cln2 rad14 -5, yeast bub3 -13 and yeast sgs1 mgt1 -15.
`Nc1ccc(Cl)c(N)c1` gave yeast mlh1 rad18 22, yeast mec2-1 26, rad50 9, yeast cln2 rad14 20, yeast bub3 15 and yeast sgs1 mgt1 18.
COc1ccc(NC(=S)N(C)C)cc1 was read as yeast mlh1 rad18 3, yeast mec2-1 -11 and rad50 20.
`O=C(NCCc1c[nH]c2ccccc12)C(F)(F)F` gave yeast mlh1 rad18 0, yeast mec2-1 8, rad50 -16, yeast cln2 rad14 7, yeast bub3 29 and yeast sgs1 mgt1 18.
Screening CCOC(=O)c1ccc2c3c([nH]c2c1C)-c1ccccc1CC3 returned yeast mlh1 rad18 92*, yeast mec2-1 94*, rad50 93*, yeast cln2 rad14 91*, yeast bub3 94* and yeast sgs1 mgt1 95*.
`CCOC(=O)NNC(=O)C1CSC(c2ccccc2)N1C(C)=O` (centres undefined) gave yeast mlh1 rad18 -22, yeast mec2-1 -13, rad50 -52, yeast cln2 rad14 10, yeast bub3 2 and yeast sgs1 mgt1 -27.
`COc1ccccc1NS(=O)(=O)c1ccc2ncn(NS(=O)(=O)c3ccc(Cl)cc3)c(=O)c2c1` gave yeast mlh1 rad18 18, yeast mec2-1 16, rad50 28, yeast cln2 rad14 0, yeast bub3 26 and yeast sgs1 mgt1 30.
CCC(C)OC(=Nc1ccccc1)c1ccccc1 (centres undefined) was read as yeast mlh1 rad18 2, yeast mec2-1 6, rad50 -4, yeast cln2 rad14 16, yeast bub3 -7 and yeast sgs1 mgt1 -4.
O=C(CSc1cc(Cl)c(Cl)cc1Cl)Nc1cccc(Cl)c1 was read as yeast mlh1 rad18 4, yeast mec2-1 -7, rad50 -8, yeast cln2 rad14 -13, yeast bub3 -3 and yeast sgs1 mgt1 6.
`COc1ccc(-n2c(CCCC(=O)O)nc3c2C(=O)c2ccccc2C3=O)cc1` gave yeast mlh1 rad18 34, yeast mec2-1 24, rad50 20, yeast cln2 rad14 17, yeast bub3 25 and yeast sgs1 mgt1 26.
`Cc1ccc(OC(=O)c2cc([N+](=O)[O-])cc([N+](=O)[O-])c2)cc1` gave yeast mlh1 rad18 -1, yeast mec2-1 0, rad50 4, yeast cln2 rad14 -13, yeast bub3 2 and yeast sgs1 mgt1 13.
`COC1OC(COC(C)=O)C(OC(C)=O)C(OC(C)=O)C1OC(C)=O` (centres undefined) gave yeast mlh1 rad18 13, yeast mec2-1 3, rad50 11, yeast cln2 rad14 -29, yeast bub3 2 and yeast sgs1 mgt1 47.
`CCNc1nc(C)nc2c1cnn2C` gave yeast mlh1 rad18 -1, yeast mec2-1 5, rad50 5, yeast cln2 rad14 -13, yeast bub3 18 and yeast sgs1 mgt1 -2.
CCc1ccc(C(=O)O)cc1S(=O)(=O)Cl was read as yeast mlh1 rad18 1, yeast mec2-1 13, rad50 7, yeast cln2 rad14 -9, yeast bub3 3 and yeast sgs1 mgt1 -13.
COC(=O)C1=C(C(=O)OC)CC(n2nnc(C(=O)OC)c2C(=O)OC)=CC1 was read as yeast mlh1 rad18 4, yeast mec2-1 1, rad50 43, yeast cln2 rad14 -10, yeast bub3 -4 and yeast sgs1 mgt1 0.
Screening CCN(CC)CCOC(=O)c1ccccc1 returned yeast mlh1 rad18 -5, yeast mec2-1 -27, rad50 1, yeast cln2 rad14 -49, yeast bub3 3 and yeast sgs1 mgt1 -5.
For CC(=O)[C@@]1(O)CC[C@H]2[C@@H]3C[C@H](C)C4=CC(=O)CC[C@]4(C)[C@H]3[C@@H](O)C[C@@]21C the results were yeast mlh1 rad18 -22, yeast mec2-1 -9, rad50 -28, yeast cln2 rad14 -36, yeast bub3 13 and yeast sgs1 mgt1 -19.
Screening CN(C)/C(N)=N\C(N)=Nc1cc2ccccc2c2ccccc12 returned yeast mlh1 rad18 -1, yeast mec2-1 -10, rad50 1, yeast cln2 rad14 -23, yeast bub3 2 and yeast sgs1 mgt1 0.
For COc1ccc(N=NN(C(C)=O)c2ccccc2)cc1 the results were yeast mlh1 rad18 19, yeast mec2-1 10, rad50 3, yeast cln2 rad14 -6, yeast bub3 -1 and yeast sgs1 mgt1 35.
For COc1cc2c(cc1OC(C)=O)C(=O)CCCC2 the results were yeast mlh1 rad18 8, yeast mec2-1 -3, rad50 -19, yeast cln2 rad14 -16, yeast bub3 1 and yeast sgs1 mgt1 -6.
`COc1ccc(C(=O)C(CN2CCOCC2)CN2CCOCC2)cc1` gave yeast mlh1 rad18 97*, yeast mec2-1 97*, rad50 96*, yeast cln2 rad14 92*, yeast bub3 96* and yeast sgs1 mgt1 98*.
For O=S(=O)(O)c1cccnc1 the results were yeast mlh1 rad18 16, yeast mec2-1 6, rad50 12, yeast cln2 rad14 -12, yeast bub3 -2 and yeast sgs1 mgt1 11.
`Cc1ccc(S(=O)(=O)CN2C(=O)C(c3ccccc3)(c3ccccc3)C23OC(c2ccc(Cl)cc2)=CC3=O)cc1` (centres undefined) gave yeast mlh1 rad18 -22, yeast mec2-1 -8, rad50 -2, yeast cln2 rad14 -20, yeast bub3 -36 and yeast sgs1 mgt1 -6.
Cc1cc(N2CCOCC2)nc2ccc(Cc3ccc4nc(N5CCOCC5)cc(C)c4c3)cc12 was read as yeast mlh1 rad18 -4, yeast mec2-1 -10, rad50 14, yeast cln2 rad14 -24, yeast bub3 -5 and yeast sgs1 mgt1 -32.
`CCC(C)(O)c1ccc(C)cc1` (centres undefined) gave yeast mlh1 rad18 6, yeast mec2-1 33, rad50 26, yeast cln2 rad14 -21, yeast bub3 20 and yeast sgs1 mgt1 32.
For Cc1ccc(C2=CSc3ccccc3N2)c(C)c1 the results were yeast mlh1 rad18 22, yeast mec2-1 44, rad50 27, yeast cln2 rad14 8, yeast bub3 43 and yeast sgs1 mgt1 33.
Screening COCCOC(=O)CO returned yeast mlh1 rad18 6, yeast mec2-1 4, rad50 4, yeast cln2 rad14 2, yeast bub3 8 and yeast sgs1 mgt1 -5.
CC(=O)c1ccc(O)c(C)c1 was read as yeast mlh1 rad18 0, yeast mec2-1 -9, rad50 -9, yeast cln2 rad14 6, yeast bub3 -8 and yeast sgs1 mgt1 -7.
COc1ccc(CCNC(=O)NC(C)(C)C)cc1OC was read as yeast mlh1 rad18 15, yeast mec2-1 16, rad50 13, yeast cln2 rad14 7, yeast bub3 2 and yeast sgs1 mgt1 17.
N#CC(C#N)=c1c2nsnc2c(=C(C#N)C#N)c2nsnc12 was read as yeast mlh1 rad18 7, yeast mec2-1 -2, rad50 -9, yeast cln2 rad14 -48, yeast bub3 -14 and yeast sgs1 mgt1 -10.
CC(O)C1CCCCC1 (centres undefined) was read as yeast mlh1 rad18 9, yeast mec2-1 -10, rad50 23, yeast cln2 rad14 -17, yeast bub3 -11 and yeast sgs1 mgt1 -2.
C=CCCC1CC(OCC)OC(CCC=C)O1 (centres undefined) was read as yeast mlh1 rad18 14, yeast mec2-1 1, rad50 17, yeast cln2 rad14 -25, yeast bub3 -6 and yeast sgs1 mgt1 1.
For CN/N=C(/Cc1occc(=O)c1O)C(=O)Nc1ccc(C)c(C)c1 the results were yeast mlh1 rad18 18, yeast mec2-1 7, rad50 15, yeast cln2 rad14 3, yeast bub3 7 and yeast sgs1 mgt1 -17.
Screening O=[N+]([O-])c1ccc(N2CCN(c3ccccc3)CC2)c2nonc12 returned yeast mlh1 rad18 -4, yeast mec2-1 4, rad50 -6, yeast cln2 rad14 -9, yeast bub3 -1 and yeast sgs1 mgt1 -9.
Screening CC1CCN(S(=O)(=O)N(C)C)CC1 returned yeast mlh1 rad18 -4, yeast mec2-1 -30, rad50 20, yeast cln2 rad14 5, yeast bub3 -5 and yeast sgs1 mgt1 -4.
Screening C[N+]1(C)CCC(c2ccccc2)(c2ccccc2)C(=O)C1 returned yeast mlh1 rad18 -11&24, yeast mec2-1 19&9, rad50 13&17, yeast cln2 rad14 -26&47, yeast bub3 9&-9 and yeast sgs1 mgt1 22&6.
`Cn1c(=O)[nH]c2sc(NCC3CCCCC3)nc2c1=O` gave yeast mlh1 rad18 23, yeast mec2-1 -2, rad50 6, yeast cln2 rad14 31, yeast bub3 23 and yeast sgs1 mgt1 12.
O=S(=O)(c1ccc(NC(=S)NCc2ccncc2)cc1)N1CCCCC1 was read as yeast mlh1 rad18 7, yeast mec2-1 -14, rad50 16, yeast cln2 rad14 5, yeast bub3 9 and yeast sgs1 mgt1 11.
Screening O=C(CCc1ccc(O)cc1)c1c(O)cc(O)cc1OC1OC(CO)C(O)C(O)C1O (centres undefined) returned yeast mlh1 rad18 -41, yeast mec2-1 -23, rad50 8, yeast cln2 rad14 -1, yeast bub3 4 and yeast sgs1 mgt1 -4.
For CCCCCCCCCCCCCCCCCCSc1ccc2ccccc2c1 the results were yeast mlh1 rad18 -6, yeast mec2-1 -10, rad50 38, yeast cln2 rad14 -14, yeast bub3 1 and yeast sgs1 mgt1 20.
O=Nc1c(-c2c[nH]c3ccccc23)[nH]c2ccccc12 was read as yeast mlh1 rad18 26, yeast mec2-1 24, rad50 51, yeast cln2 rad14 17, yeast bub3 69 and yeast sgs1 mgt1 16.
CCCCCCCCOC(=O)C(CC)CC was read as yeast mlh1 rad18 1, yeast mec2-1 -7, rad50 2, yeast cln2 rad14 2, yeast bub3 6 and yeast sgs1 mgt1 11.
Screening O=C(OCC1OC(OC(=O)c2ccccc2)C(F)C1OC(=O)c1ccccc1)c1ccccc1 (centres undefined) returned yeast mlh1 rad18 8, yeast mec2-1 -19, rad50 -3, yeast cln2 rad14 -20, yeast bub3 -8 and yeast sgs1 mgt1 7.
CCCOc1ccc(C)cc1 was read as yeast mlh1 rad18 2, yeast mec2-1 -3, rad50 -2, yeast cln2 rad14 2, yeast bub3 -6 and yeast sgs1 mgt1 3.

Two compounds drawn at random from those above:
For CN/N=C(/Cc1occc(=O)c1O)C(=O)Nc1ccc(C)c(C)c1 the results were yeast mlh1 rad18 18, yeast mec2-1 7, rad50 15, yeast cln2 rad14 3, yeast bub3 7 and yeast sgs1 mgt1 -17.
For CCCCCCCCCCCCCCCCCCSc1ccc2ccccc2c1 the results were yeast mlh1 rad18 -6, yeast mec2-1 -10, rad50 38, yeast cln2 rad14 -14, yeast bub3 1 and yeast sgs1 mgt1 20.

Additional entries.
For CCOc1ccccc1NC(=O)CC1SC(=Nc2ccc([N+](=O)[O-])cc2)NC1=O (centres undefined) the results were yeast mlh1 rad18 -13, yeast mec2-1 21, rad50 25, yeast cln2 rad14 11, yeast bub3 -13 and yeast sgs1 mgt1 10.
For CCOC(=O)C(NC(=O)CC(C)C)(Nc1ccc(C(F)(F)F)cc1)C(F)(F)F (centres undefined) the results were yeast mlh1 rad18 -19, yeast mec2-1 0, rad50 -2, yeast cln2 rad14 32, yeast bub3 9 and yeast sgs1 mgt1 -14.
Screening CC(N)(CCO)C(=O)O (centres undefined) returned yeast mlh1 rad18 7&4, yeast mec2-1 -3&12, rad50 -2&1, yeast cln2 rad14 -18&1, yeast bub3 9&-6 and yeast sgs1 mgt1 -19&-6.
CSc1nc(C=O)nc(SC)n1 was read as yeast mlh1 rad18 -17, yeast mec2-1 -12, rad50 1, yeast cln2 rad14 -11, yeast bub3 3 and yeast sgs1 mgt1 9.

At a glance, 2 of the compounds above:
CCCOc1ccc(C)cc1 was read as yeast mlh1 rad18 2, yeast mec2-1 -3, rad50 -2, yeast cln2 rad14 2, yeast bub3 -6 and yeast sgs1 mgt1 3.
For CCOc1ccccc1NC(=O)CC1SC(=Nc2ccc([N+](=O)[O-])cc2)NC1=O (centres undefined) the results were yeast mlh1 rad18 -13, yeast mec2-1 21, rad50 25, yeast cln2 rad14 11, yeast bub3 -13 and yeast sgs1 mgt1 10.
